AHR activator: activates the human aryl hydrocarbon receptor; P35869; activation, % at 5 µM; AHR-responsive luciferase reporter cells, luminescence; AID 2796; 2.5% of 320,000 active; in the data active = activation above about 47%;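 also: 0% = vehicle wells and 100% = reference agonist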
RPL19A TOR yeast: yeast TOR pathway RPL19A-GFP modulation; 0.3% of 330,000 active; percent response vs DMSO, % at 10 µM; AID 2025; S. cerevisiae RPL19A-GFP strain, flow cytometry, 3 h; active compounds read low;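 active = percent response vs DMSO below 50%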;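 also: median channel GFP fluorescence of the barcoded RPL19A-GFP strain; ratio of sample median GFP to plate DMSO average so 100% = DMSO; lower means less RPL19A-GFP as with rapamycin TOR inhibition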
LAP4 TOR yeast: modulators of TOR pathway LAP4-GFP in S. cerevisiae; 0.34% of 320,000 active; GFP response vs DMSO, % at 10 µM; S. cerevisiae LAP4-GFP multiplex, flow cytometry GFP, 3 h; median GFP as percent of DMSO wells;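 active = GFP response vs DMSO above a set limit, about the screen mean plus 3 SD, cut at about 150% in these data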
procasp3 activ: procaspase-3 (human) activation. recombinant procaspase-3 D3A, Ac-DEVD-pNA absorbance 405 nm. activation, % at 8.5 µM. 0.11% of 330,000 active. AID 463141;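 active = activation above the mean of all tested compounds plus 3 SD, cut at about 21% in these data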;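 also: 0% = DMSO alone and 100% = DMSO wells spiked with extra 5 µM PC-3 D3A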
Target sequence (P42574 whole entry D9A/D28A/D175A): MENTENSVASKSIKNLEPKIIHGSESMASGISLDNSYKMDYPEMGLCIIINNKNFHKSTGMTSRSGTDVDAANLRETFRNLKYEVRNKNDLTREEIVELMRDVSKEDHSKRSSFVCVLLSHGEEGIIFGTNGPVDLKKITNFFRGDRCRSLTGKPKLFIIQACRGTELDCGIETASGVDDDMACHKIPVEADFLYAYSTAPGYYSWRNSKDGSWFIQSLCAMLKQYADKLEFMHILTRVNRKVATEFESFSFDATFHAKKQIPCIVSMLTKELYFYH
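Assay system: Procaspase-3 D3A mutant, all three cleavage aspartates alanine. Buffer or medium: Zinc-free HEPES saline buffer with Triton X-100. Times: 1 h compound preincubation, 2 h substrate hydrolysis at 25 °C. Measured by: 405 nm absorbance of p-nitroaniline, reads at 0 and 120 min. Read-out basis: percent activation relative to control range. Replicates: singlicate.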
proCasp7 act: counter-screen: procaspase-7 (human) activation | 0.093% of 330,000 active | activation, % at 8.5 µM | recombinant procaspase-7, Ac-DEVD-pNA absorbance 405 nm; D23A/D198A/D206A triple mutant, cannot self-cleave; scale: DMSO 0, 5 µM enzyme 100 | AID 463210 | P55210;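 active = percent activation above the screen-wide mean plus 3 SD, cut at about 25% in these data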
Target sequence (P55210 whole entry D23A/D198A/D206A): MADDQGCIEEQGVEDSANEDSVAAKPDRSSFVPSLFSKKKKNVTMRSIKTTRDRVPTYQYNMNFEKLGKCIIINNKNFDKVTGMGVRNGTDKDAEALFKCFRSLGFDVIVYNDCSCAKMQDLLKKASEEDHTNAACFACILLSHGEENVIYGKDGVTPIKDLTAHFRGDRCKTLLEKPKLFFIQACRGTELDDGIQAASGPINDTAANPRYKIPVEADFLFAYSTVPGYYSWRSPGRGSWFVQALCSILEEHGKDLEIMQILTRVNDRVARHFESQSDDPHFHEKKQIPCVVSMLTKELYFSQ
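Detection: p-Nitroaniline absorbance at 405 nm, read at 0 and 120 min; system: Uncleavable procaspase-7 mutant enzyme; evaluation: % activation from two-timepoint absorbance difference, scaled to controls; times: 1 h enzyme–compound preincubation and 2 h substrate reaction, both 25 °C; buffer or medium: Zinc-free HEPES pH 7.4 with 300 mM NaCl, 0.01% Triton X-100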
JMJD2C inh: blocks human GASC-1 demethylase activity; AID 2099; Q9H3R0; 0.069% of 330,000 active; GST-JMJD2C(1-420) H3K9me3 demethylation, DELFIA europium; inhibition, % at 2.35 µM;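 active = more than half of a compound's replicate wells show inhibition beyond 50%, single wells judged on their own value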;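 also: signal counts dimethyl H3K9 product captured on neutravidin plate; 0% = median of DMSO wells and 100% = 0.3 times that DMSO median; strong numbers were not always called active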
Target sequence (Q9H3R0 1-420 limits assumed): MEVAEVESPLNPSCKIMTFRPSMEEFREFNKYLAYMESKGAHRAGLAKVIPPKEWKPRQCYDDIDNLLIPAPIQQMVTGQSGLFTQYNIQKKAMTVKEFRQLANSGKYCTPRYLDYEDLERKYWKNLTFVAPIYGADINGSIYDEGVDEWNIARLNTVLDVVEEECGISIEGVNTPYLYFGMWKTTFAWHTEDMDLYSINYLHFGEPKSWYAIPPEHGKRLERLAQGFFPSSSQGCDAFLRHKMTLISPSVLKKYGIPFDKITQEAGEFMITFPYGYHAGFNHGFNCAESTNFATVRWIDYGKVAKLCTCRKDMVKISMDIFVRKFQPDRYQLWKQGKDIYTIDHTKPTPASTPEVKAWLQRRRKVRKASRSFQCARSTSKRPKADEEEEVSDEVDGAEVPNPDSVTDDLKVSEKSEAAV
MEP2 TOR yeast: modulators of TOR pathway MEP2-GFP in S. cerevisiae; S. cerevisiae MEP2-GFP strain, flow cytometry GFP, 3 h; 100% = DMSO control level; GFP response vs DMSO, % at 10 µM; 0.51% of 330,000 active; AID 2016;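 active = GFP response versus DMSO above a set limit, roughly screen mean plus 3 SD, cut at about 180% in these data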;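 also: median GFP fluorescence of the barcode-gated MEP2-GFP cells per well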
Yeast superoxide: caloric restriction mimetics inhibiting age-related superoxide in yeast. S. cerevisiae aged cells, superoxide DHE fluorescence; active compounds read low. superoxide response (% of plate mean), % at 10 µM. 0.18% of 330,000 active;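 active = superoxide response under a set limit, about three screen SD below normal, cut at about 65% in these data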;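 also: yeast aged for seven days with compound at 30 °C before DHE staining; 100% = average MFI of all compound-treated wells on the plate with controls excluded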
Starred values were filed as active, the others as inactive; x = no result given; & = joins results of further samples; [ ] = dose if it differs, or a comment.

SMILES	AHR activator	RPL19A TOR yeast	LAP4 TOR yeast	procasp3 activ	proCasp7 act	JMJD2C inh	MEP2 TOR yeast	Yeast superoxide
COc1ccc(OC)c(NC(=O)c2nnn(CCc3ccccc3)c2N)c1	25	100	107	3	5	1	109	95
COC(=O)CNC(=O)CN1c2cccc3cccc(c23)S1(=O)=O	1	105	108	-8	4	2	115	109
O=C(CNCCc1ccc(Cl)cc1)Nc1ccc(C(=O)N2CCCCC2)cc1	6	93	90	-6	-10	-8	97	109
Cc1nc2c(nnn2Cc2c(Cl)cccc2Cl)c(=O)[nH]1	2	107	98	2	1	-38	107	102
COCCc1nc2ccc(C(=O)N(C)Cc3cccc(-n4nc(C)cc4C)c3)cc2o1	x	118	79	x	x	7	105	98
O=C(CCc1nc2ccccc2[nH]1)Nc1ccccc1F	-5	99	98	4	3	-10	97	83
O=[N+]([O-])c1ccc(N2CCOCC2)cc1NCCCO	1	104	99	-6	-5	10	102	101
C/C(=N\NC(=O)c1nn(C)c(C)c1Br)c1ccc(NC(=O)c2ccc(C)s2)cc1	12	102	95	-7	-3	6	101	127
CCCCOC(=O)C1CN(c2ccccc2)N=C1C(=O)OCC (stereo not drawn)	1	103	109	-9	-1	4	95	75
Nc1nc(NCc2cccs2)nn1-c1ccccc1	10	100	103	10	-4	-11	104	85
O=C(Cn1cc([N+](=O)[O-])ccc1=O)N1CCc2ccccc21	16	92	97	-3	-7	13	97	137
CCC(=O)n1nc(-c2ccco2)nc1SCc1ccccc1	1	92	x	2	3	-2	91	107
Cc1ccc(CN2CCN(Cc3ccc4cc(F)ccc4n3)CC2CCO)o1 (stereo not drawn)	6	97	95	1	5	-7	95	95
Cc1ccc2oc3nc(C)c(C(=O)Nc4cccc(C(F)(F)F)c4)cc3c(=O)c2c1	0	101	90	-9	-4	-9	94	111
O=[N+]([O-])c1ccc(NC(=S)N2CCc3ccccc3C2)cc1	3	97	87	-14	-22	0	93	102
Cc1ccc(-c2noc(CNC(=O)c3ccc4c(c3)OCO4)n2)cc1	10	102	111	5	7	-5	101	99
CCCCC1CCC(c2nc(-c3cccnc3)no2)CC1 (stereo not drawn)	1	103	94	4	0	7	101	93
CC(=O)Nc1oc(-c2cccc3ccccc23)nc1C#N	-1	94	113	4	1	-4	93	101
CSc1cccc(NC(=O)c2cnccn2)c1	12	95	97	2	7	5	111	79
CCCCOP(=O)(OCCCC)C(O)c1ccc(Br)cc1 (stereo not drawn)	0	97	89	-4	15	1	94	112
Cc1cc(C)nc(-n2nc(C)cc2NC(=O)c2ccc(F)cc2F)n1	7	91	106	0	-8	4	114	102
CCN(CC(=O)Nc1cc(Cl)ccc1C)C(=O)CC1CCCC1	2	98	96	2	7	-5	97	112
CC(=O)NS(=O)(=O)c1cccnc1Nc1cccc(Cl)c1	5	100	99	4	2	-15	101	109
CCc1[nH]c(=S)c(C#N)c2c1CCCC2	6	96	91	-15	-8	17	101	99
Cc1ccccc1NC(=O)CCSc1nnnn1-c1ccccc1	0	87	89	2	-3	2	80	91

Sorted by heavy-atom count (low to high): some entries from above.
SMILES	AHR activator	RPL19A TOR yeast	LAP4 TOR yeast	procasp3 activ	proCasp7 act	JMJD2C inh	MEP2 TOR yeast	Yeast superoxide
CCCCC1CCC(c2nc(-c3cccnc3)no2)CC1 (stereo not drawn)	1	103	94	4	0	7	101	93
COc1ccc(OC)c(NC(=O)c2nnn(CCc3ccccc3)c2N)c1	25	100	107	3	5	1	109	95
O=C(CNCCc1ccc(Cl)cc1)Nc1ccc(C(=O)N2CCCCC2)cc1	6	93	90	-6	-10	-8	97	109

(continued)
SMILES	AHR activator	RPL19A TOR yeast	LAP4 TOR yeast	procasp3 activ	proCasp7 act	JMJD2C inh	MEP2 TOR yeast	Yeast superoxide
Cc1ccc2c(c1)c1c(n2CC(O)Cn2c(C)nc3ccccc32)/C(=N\O)CCC1 (stereo not drawn)	9	103	101	5	0	-4	106	108
O=C(O)CCN1CCc2ccccc2C1c1cccs1 (stereo not drawn)	1	105	93	0	-8	-10	105	105
COc1ccc(N2CCN(C(CNC(=O)C(=O)NCc3cccs3)c3ccco3)CC2)cc1 (stereo not drawn)	2	92	102	3	-9	-2	104	84
C=CCN(Cc1nc(-c2ccccc2)no1)C(=O)c1ccoc1C	13	103	83	3	8	-9	94	83
c1ccc(Cc2nn3c(C4COc5ccccc5O4)nnc3s2)cc1 (stereo not drawn)	2	97	98	-15	-19	2	102	108
CCc1cc2c(cc(C(=O)O)n2C)s1	7	97	143	3	1	-4	92	114
CCc1cc(CNC(=O)c2ccc(OC3CCN(CCc4ccccc4)CC3)cc2)on1	1	99	93	3	11	1	81	109
COc1ccc(OC)c(S(=O)(=O)NC2CC(=O)N(c3ccc(C)c(C)c3)C2)c1 (stereo not drawn)	1	96	102	-7	11	-11	104	101
COc1cccc(/C=N/n2c(-c3cc(C)[nH]n3)n[nH]c2=S)c1O	1	96	102	0	-3	-11	106	109
COc1ccc(OC)c(NC(=O)C2CC(=O)N(c3ccc(Br)cc3)C2)c1 (stereo not drawn)	-1	92	89	-2	6	0	100	115
CC(C)CCN1CC(=O)N2Cc3[nH]c4ccccc4c3C[C@H]2C1=O	0	106	106	6	4	19	108	84
O=C(NCCCN1CCOCC1)c1cc(-c2ccc(Cl)c(Cl)c2)on1	0	104	103	6	0	-19	104	90
COC(=O)c1cc2sc(Cl)cc2n1CC(=O)NCCC(C)C	0	96	96	4	10	17	100	102
C/C(=N\NC(=S)NCCc1ccccc1)c1cccs1	17	94	97	2	2	7	101	106
COc1ccc(CC(=O)O/N=C(\N)Cc2cccc3ccccc23)cc1OC	39	106	97	6	-1	-4	100	104
CC(C)(C)Nc1c2ccccc2nc2ccccc12	0	96[may fluoresce violet]	93[may fluoresce violet]	-12	0	-1	103[may fluoresce violet]	110
Cc1nc2ccccn2c1C(=O)NC1CCCC1	1	98	99	-4	-3	5	101	99
CCn1c(=O)c(=O)[nH]c2cc(C(=O)NC3CCCc4ccccc43)ccc21 (stereo not drawn)	9	94	88	5	-5	5	98	83
CCOc1ccc(OCC)c(S(=O)(=O)NCCOC23CC4CC(CC(C4)C2)C3)c1	-3	x	x	-5	4	-3	x	105
CCOc1ccc(/C=N/NC(=O)c2cc3ccccc3cc2OC)cc1	-11	107	80	0	3	-2	105	92
COc1cc(C(=O)N2CCCC(c3nc(-c4cccs4)no3)C2)cc(OC)c1OC (stereo not drawn)	0	x	93	4	-1	-28&-1	102	100
Cc1ccc(-n2cc(CN3CCCN(C=O)CC3)c(-c3ccc(F)cc3)n2)cc1	9	95	99	1	9	-12	106	96
O=C(c1ccncc1)N1CCN(S(=O)(=O)c2cccc(Cl)c2)CC1	2	100	109	-2	4	40	95	91
O=C(Nc1ccc(F)cc1)C(c1ccccc1)N1CCN(C(=O)c2ccco2)CC1 (stereo not drawn)	0	83	79	-5	3	-4	85	104
O=C(OCC(=O)N(C1CCCCC1)C1CCCCC1)c1ccc(Cl)nc1	14	91	82	1	-3	x	97	84
SMILES	AHR activator	RPL19A TOR yeast	LAP4 TOR yeast	procasp3 activ	proCasp7 act	JMJD2C inh	MEP2 TOR yeast	Yeast superoxide
S=c1[nH]nc(Cc2ccc(Cl)cc2)n1-c1ccc2c(c1)OCCO2	1	95	104	2	-6	1	104	98
Cc1onc(-c2c(F)cccc2Cl)c1C(N)=S	-1	101	106	5	5	-29	106	92
Cc1nn(Cc2ccc(Cl)cc2Cl)c(C)c1NC(=O)c1sc2ccccc2c1Cl	1	109	97	9	11	-4	108	98
O=C(c1ccc(NS(=O)(=O)c2ccc3[nH]c(=O)[nH]c3c2)cc1)N1CCCC(C(F)(F)F)C1 (stereo not drawn)	0	94	102	7	4	-2	94	106
COc1cccc(C2=NC(C)(C)NC(c3ccccc3O)C2)c1 (stereo not drawn)	82*	99	116	-3	-11	5	102	78
COc1ccccc1-c1cc(C(=O)NCc2ccccc2)no1	2	94	103	5	-2	-8	101	102
COc1ccc(N2CCN(C(c3nnnn3C3CCCC3)C(C)C)CC2)cc1 (stereo not drawn)	-1	101	115	0	1	0	100	94
Cc1ccc(C(O)(CCN2CCCCC2)c2ccccc2)cc1 (stereo not drawn)	-1	100	98	-3	-2	20	96	100
Cc1cc(OC(=O)c2cc(C(F)(F)F)cc(C(F)(F)F)c2)c([N+](=O)[O-])c(=O)[nH]1	5	102	102	11	5	5	102	92
CNC(=S)N(C)[C@H]1c2c(ccc3ccccc23)OC[C@H]1CO	-1	94	94	-1	6	13	97	97
CC1=CC(C2CC(=O)N(c3ccccc3C)C2=O)CC2C(=O)N(c3ccccc3C)C(=O)C12 (stereo not drawn)	6	101	89	-7	-12	-44	90	93
CCC(C)NC(=O)c1ccc2nc(-c3ccc(OC)c(OC)c3)c(-c3ccc(OC)c(OC)c3)nc2c1 (stereo not drawn)	3	101	94	7	4	-15	113	102
CC(C)(C)c1ccc(Oc2ncccc2NC(=O)c2cccs2)cc1	3	101	110	6	16	-6	104	85
COc1ccc(OC)c(S(=O)(=O)N2CCc3ccccc32)c1	3	90	x	-1	0	-14	84	89
Fc1ccc(C(CCNCc2ccccn2)c2ccc(Cl)cc2)cc1 (stereo not drawn)	2	96	116	-7	-1	-9	100	97
CC1CCCN(C(C(=O)Nc2ccc3c(c2)OCO3)c2ccccc2)C1 (stereo not drawn)	47*	100	93	6	0	-4	86	96
CCN(CC)S(=O)(=O)c1cccc(-c2n[nH]c(=S)n2/N=C/c2ccc(Br)cc2)c1	3	107	101	-11	-11	3	106	92
O=C(c1cnn(-c2cccc(F)c2)c1)c1ccccc1O	5	100	93	1	-8	-25	98	104
COc1ccc(C(=O)COc2ccccc2C(=O)Nc2ccccc2)cc1	7	108	104	-3	4	4	112	110
COC(=O)NC1CSCC1OC(=O)c1ccc(Br)cc1 (stereo not drawn)	0	102	102	4	15	0	92	100
CCC(C)N1CC(=O)N2C(c3ccc(OC)cc3OC)c3[nH]c4ccccc4c3C[C@H]2C1=O (stereo partly drawn)	9	103	96	0	8	21	112	115
O=C(Cc1ccccc1[N+](=O)[O-])N1CCc2ccccc2C1	19	95	99	0	1	-1	100	109
COc1ccc(NC(=O)c2cccc(Oc3ccccc3)c2)cn1	-2	101	93	8	-2	-11	115	88
O=[N+]([O-])c1ccc(COc2ccc(Br)cc2CN2CCOCC2)cc1	1	109	95	0	2	2	101	135
O=C(CCS(=O)(=O)Cc1ccccc1)N1CCN(c2ccccc2)CC1	-2	93	93	-4	0	0	94	74
CCOc1ccc(C(=O)NCc2ccc3c(c2)OCO3)cc1	2	92	118	2	-8	-1	128	101

Single values from the results shown:
Entry of `CC1=CC(C2CC(=O)N(c3ccccc3C)C2=O)CC2C(=O)N(c3ccccc3C)C(=O)C12` (stereo not drawn) under AHR activator: 6
Entry of `Cc1nn(Cc2ccc(Cl)cc2Cl)c(C)c1NC(=O)c1sc2ccccc2c1Cl` under RPL19A TOR yeast: 109
Entry of `CNC(=S)N(C)[C@H]1c2c(ccc3ccccc23)OC[C@H]1CO` under proCasp7 act: 6
Entry of `COc1ccc(NC(=O)c2cccc(Oc3ccccc3)c2)cn1` under AHR activator: -2
Entry of `COc1ccccc1-c1cc(C(=O)NCc2ccccc2)no1` under proCasp7 act: -2
Entry of `COc1ccc(N2CCN(C(c3nnnn3C3CCCC3)C(C)C)CC2)cc1` (stereo not drawn) under AHR activator: -1

Bioassay records (PubChem)
